# Compound activity (PubChem)
# ABHD5-PLIN5 inh – ABHD5-PLIN5 interaction inhibitors, primary screen, cell lysate, split luciferase complementation, luminescence. Perilipin-5 (Homo sapiens) + 1-acylglycerol-3-phosphate O-acyltransferase ABHD5 (Homo …. Split G. princeps luciferase complementation, 4 h. inhibition, % at 4 µM. 360,000 tested, 0.78% active;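 active = inhibition above the mean inhibition across every tested compound plus 3 SD, cut at about 22% in these data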;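 also: 0% = DMSO only wells and the 100% control is not disclosed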
# MC4R ag barr – MC4R agonists recruiting beta-arrestin, primary screen, cell-based, luminescence, agonist arm of biased-ligand search. Melanocortin receptor 4 (Homo sapiens), P32245. U2OS MC4R beta-arrestin complementation; percent of melanotan II response, DMSO zero. activation, % at 8.9 µM. 360,000 tested, 0.98% active;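 active = activation above a per-plate cutoff, the mean activation of sample wells on that plate plus 3 SD, cut at about 8% in these data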
# Target sequence (P32245 whole entry, looked up): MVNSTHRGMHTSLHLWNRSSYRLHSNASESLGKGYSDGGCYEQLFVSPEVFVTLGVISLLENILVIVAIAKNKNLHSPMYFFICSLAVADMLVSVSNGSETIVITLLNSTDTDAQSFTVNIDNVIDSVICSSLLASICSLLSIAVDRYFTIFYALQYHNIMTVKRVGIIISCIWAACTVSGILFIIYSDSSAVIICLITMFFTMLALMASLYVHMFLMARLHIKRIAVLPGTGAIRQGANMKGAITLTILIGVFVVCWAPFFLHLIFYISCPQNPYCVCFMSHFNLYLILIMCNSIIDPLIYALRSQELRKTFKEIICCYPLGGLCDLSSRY
# Cardio protect – cardioprotection against H2O2-induced cell death, primary screen, uHTS, H9c2 cells, ATPLite luminescence | H9c2 cardiomyocytes, H2O2 injury protection, 2 h | protection from H2O2 cell death, % at 20 µM | 360,000 tested, 0.63% active | AID 588492, 2011;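 active = compounds giving at least 50% protection of heart cells from peroxide-induced death in the single-dose screen, raw or plate-pattern-corrected value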;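 also: 0% = DMSO wells with peroxide and 100% = DMSO wells without peroxide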
# MC4R antagonist – MC4R antagonists of cAMP signaling, primary screen, cell-based, TR-FRET, antagonist arm of biased-ligand search; Melanocortin receptor 4 (Homo sapiens), P32245; MC4R-expressing cells, MTII-stimulated cAMP, LANCE TR-FRET; inhibition, % at 6.5 µM; 360,000 tested, 0.48% active; AID 540295, 2011;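 active = inhibition above its plate's cutoff, the mean of tested wells on that plate plus 3 SD, cut at about 29% in these data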;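 also: 0% = Melanotan II alone and 100% = Melanotan II plus saturating MCL0020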
#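 System – human MC4R-expressing U2OS cells · Also added – Melanotan II · Dosing – one concentration, 6.5 µM nominal · Timing – 30-min compound, 1-h challenge, 1-h detection, room temperature · Measured by – Eu-cAMP/anti-cAMP TR-FRET, emission 671 nm · Replicates – singlicate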
# N-glyco inh – increase of ERlucT glycosylation luciferase signal, primary screen, N-linked glycosylation inhibitor project, D54 ERlucT cells, luminescence, set 2 | D54 ERlucT glycosylation luciferase reporter, 24 h; percent of 100 nM tunicamycin response | reporter increase, % at 12.5 µM | 360,000 tested, 0.23% active | AID 588692, 2011;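 active = mean luciferase reporter signal, scaled so untreated is 0 and the glycosylation-blocking control 100, at or above a set limit in every replicate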;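 also: luciferase carries N-glycosylation sites so blocking glycosylation raises the light; 0% = median of neutral control wells and 100% = median of 100 nM tunicamycin wells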
# SRC2 inh – inhibition of GAL4-SRC2 driven luciferase reporter, primary screen, SRC2 inhibitor project, cell-based, luminescence; HEK293 GAL4-SRC2 luciferase reporter; AID 651957, 2012; 370,000 tested, 0.17% active; inhibition, % at 9 µM;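 active = inhibition above the mean inhibition of all tested compounds plus 3 SD, set per campaign, cut at about 52% in these data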;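 also: 0% = DMSO treated cells and 100% = cells given Gossypol at 36 µM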
# ABCB6 inh 2 – ABCB6 transporter inhibitors, primary screen, K562-ABCB6 cells, flow cytometry, MLPCN library. ATP-binding cassette sub-family B member 6 (Homo sapiens), Q9NP58. K562-ABCB6 porphyrin accumulation, 1 h; hits give low values. fluorescence ratio to DMSO, % at 10 µM. 360,000 tested, 0.19% active. AID 602162, 2011;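 active = fluorescence ratio to DMSO below 75%, the collection mean minus 3 SD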;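 also: signal is porphyrin accumulated inside mitochondria; 100% equals median channel fluorescence of DMSO control wells; lower ratio means ABCB6 inhibition with less porphyrin fluorescence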
# m5-HT2A agonist – mouse Htr2a agonists via beta-arrestin recruitment, primary screen, cell-based, luminescence; CHO-K1 mHTR2A beta-arrestin complementation; percent of 30 µM serotonin response; activation, % at 7.6 µM; 360,000 tested, 0.66% active; 5-hydroxytryptamine receptor 2A (Mus musculus), P35363; AID 624169, 2012;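 active = activation above a run cutoff, the mean activation of all tested compounds plus 3 SD, cut at about 14% in these data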;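 also: 0% = plate median of compound wells and 100% = 30 µM serotonin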
# Target sequence (P35363 whole entry, looked up): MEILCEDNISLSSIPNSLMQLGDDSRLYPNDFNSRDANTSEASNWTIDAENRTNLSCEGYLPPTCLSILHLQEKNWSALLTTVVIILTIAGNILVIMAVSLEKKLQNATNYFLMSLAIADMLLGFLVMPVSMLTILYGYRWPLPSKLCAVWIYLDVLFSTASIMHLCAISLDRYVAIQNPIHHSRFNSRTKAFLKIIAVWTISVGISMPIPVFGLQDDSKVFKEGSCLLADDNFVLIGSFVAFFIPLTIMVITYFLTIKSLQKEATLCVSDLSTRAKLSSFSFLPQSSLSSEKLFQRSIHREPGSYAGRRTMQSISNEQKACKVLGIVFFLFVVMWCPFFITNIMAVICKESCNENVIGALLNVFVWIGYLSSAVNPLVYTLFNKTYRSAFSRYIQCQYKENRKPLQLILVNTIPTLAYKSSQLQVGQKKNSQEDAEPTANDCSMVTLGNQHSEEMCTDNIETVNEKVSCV
# TLR9-MyD88 block – inhibitors of TLR9-MyD88 association in cells, primary screen, cell-based, CHO, BLA complementation, fluorescence; Toll-like receptor 9 (Homo sapiens) + Myeloid differentiation primary response protein …; CCF4 FRET ratio; inhibition, % at 4.98 µM; 340,000 tested, 0.21% active; AID 504734, 2011;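 active = inhibition above the mean over all tested compounds plus 3 SD, cut at about 21% in these data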;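 also: 0% = DMSO only wells and 100% = clavulanate BLA inhibitor control wells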
# NOD2-RIPK2 inh – NOD2-RIPK2 binding disruptors in cells, primary screen, fluorescence, CHO cells, BLA complementation | CCF4 ratio | AID 624267, 2012 | 360,000 tested, 0.38% active | inhibition, % at 4.98 µM | Receptor-interacting serine/threonine-protein kinase 2 (Homo sapiens), O43353; in the data active = inhibition above about 21%;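 also: 0% = vehicle only and 100% = reference blocker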
# * hit, by the source's call; . = no result given. Not all compounds are listed; rates above refer to the full screens.
[1] C=CCn1c(SCC(=O)Nc2cccc(S(=O)(=O)N(C)c3ccccc3)c2)nnc1C1CC1
[2] COc1cccc(/C=N/Nc2nc3ccccc3[nH]2)c1O
[3] FC(F)(F)c1cc(C(F)(F)F)c2ccc(N3CCN(c4ncccn4)CC3)nc2n1
[4] O=[N+]([O-])c1ccc(CP(=O)(c2ccccc2)c2ccccc2)cc1
[5] CCc1ccc(NC(=S)N2CCC(NC(=O)c3ccccc3)CC2)cc1
[6] Cc1ccc(NS(=O)(=O)N2CCOCC2)cc1Cl

screen / no. | 1 | 2 | 3 | 4 | 5 | 6
ABHD5-PLIN5 inh | -5 | 2 | 0 | 10 | -10 | -3
MC4R ag barr | -2.5 | -3.9 | -0.1 | 1.1 | -0.7 | -0.1
Cardio protect | -4 | 13 | -6 | 0 | -3 | 2
MC4R antagonist | 0 | -4 | 9 | 10 | 6 | -4
N-glyco inh | -2 | -18 | 2 | 2 | -1 | 0
SRC2 inh | 3 | 12 | -1 | 4 | -7 | 4
ABCB6 inh 2 | 97 | 94 | 99 | 100 | 96 | 100
m5-HT2A agonist | 0 | 0 | 1 | -3 | -4 | 4
TLR9-MyD88 block | -9 | -3 | -5 | -6 | -3 | -3
NOD2-RIPK2 inh | 0 | -4 | 0 | 11 | -11 | -1

[7] O=C1c2cccnc2C(Nc2ccc(F)c(Cl)c2)N1Cc1cccs1 (centres undefined)
[8] CCC(=O)Nc1ccc(S(=O)(=O)Nc2cccc(C)c2)cc1OC
[9] COc1ccccc1CNS(=O)(=O)c1ccc2c(c1)NC(=O)CS2
[10] COc1ccc(Cl)cc1NC(=O)CN(C)C(=O)c1cn(-c2ccccc2)nc1-c1cccs1
[11] COc1ccc(NC(=O)COc2ccccc2Cc2ccccc2)cc1S(=O)(=O)N1CCOCC1
[12] Cc1ccc(NC(=O)CCC(=O)NNC(=S)Nc2ccc(F)cc2)c(C)c1

screen / no. | 7 | 8 | 9 | 10 | 11 | 12
ABHD5-PLIN5 inh | -1 | -3 | -4 | -9 | 11 | 7
MC4R ag barr | -1.3 | -2.0 | 1.1 | -0.1 | -0.3 | 1.0
Cardio protect | 20 | -4 | -5 | 1 | 9 | 5
MC4R antagonist | 1 | 2 | 2 | 5 | 7 | 14
N-glyco inh | -3 | 1 | -2 | 7 | 1 | 3
SRC2 inh | -7 | -27 | 19 | -11 | 33 | -9
ABCB6 inh 2 | 108 | 100 | 99 | 96 | 103 | 96
m5-HT2A agonist | -1 | 2 | -4 | 2 | -12 | -1
TLR9-MyD88 block | 3 | -5 | 3 | -8 | -3 | 2
NOD2-RIPK2 inh | 0 | 2 | -5 | -9 | 2 | 6

# Record cards, as listed above. Screens in order: ABHD5-PLIN5 inh, MC4R ag barr, Cardio protect, MC4R antagonist, N-glyco inh, SRC2 inh, ABCB6 inh 2, m5-HT2A agonist, TLR9-MyD88 block, NOD2-RIPK2 inh
# COc1ccc(NC(=O)COc2ccccc2Cc2ccccc2)cc1S(=O)(=O)N1CCOCC1 reads 11, -0.3, 9, 7, 1, 33, 103, -12, -3, 2
# Cc1ccc(NS(=O)(=O)N2CCOCC2)cc1Cl reads -3, -0.1, 2, -4, 0, 4, 100, 4, -3, -1
# CCc1ccc(NC(=S)N2CCC(NC(=O)c3ccccc3)CC2)cc1 reads -10, -0.7, -3, 6, -1, -7, 96, -4, -3, -11

# Continuation:
[13] COc1ccc(NC(=O)CSc2nc3ccccc3c(=O)n2CCNC(C)=O)cc1
[14] O=C(Nc1cc(Cl)ccc1Cl)P(=O)(O)c1ccccc1
[15] Cc1ccc(NC(=O)CO/N=C(\N)c2nonc2N)cc1
[16] CCn1c(CNC(=O)COc2ccc(C(C)C)cc2)nnc1SCC(=O)Nc1ccccc1C(C)C
[17] COc1cc(NC(=O)C2(C)CCCN2C(=O)C(C)C)cc(OC)c1OC (centres undefined)
[18] O=c1[nH]c2ccc(S(=O)(=O)Nc3ccccc3O)cc2[nH]1

screen / no. | 13 | 14 | 15 | 16 | 17 | 18
ABHD5-PLIN5 inh | 3 | 4 | -2 | 2 | 1 | 7
MC4R ag barr | 2.9 | -2.3 | 1.3 | 2.8 | -1.2 | -1.2
Cardio protect | 2 | 0 | -1 | -17 | 4 | -4
MC4R antagonist | 3 | -2 | 22 | 14 | 2 | 0
N-glyco inh | 1 | -1 | 1 | -1 | 3 | 3
SRC2 inh | -11 | 6 | -5 | 11 | -16 | 4
ABCB6 inh 2 | 94 | 97 | 103 | 99 | 87 | 115
m5-HT2A agonist | -1 | -2 | -2 | 18* | 0 | 2
TLR9-MyD88 block | -6 | -5 | -12 | 7 | . | 1
NOD2-RIPK2 inh | -8 | -10 | -1 | 15 | -9 | -13

# Overlap with the part before: 4 entries, then new ones.
[15] Cc1ccc(NC(=O)CO/N=C(\N)c2nonc2N)cc1
[16] CCn1c(CNC(=O)COc2ccc(C(C)C)cc2)nnc1SCC(=O)Nc1ccccc1C(C)C
[17] COc1cc(NC(=O)C2(C)CCCN2C(=O)C(C)C)cc(OC)c1OC (centres undefined)
[18] O=c1[nH]c2ccc(S(=O)(=O)Nc3ccccc3O)cc2[nH]1
[19] COc1cc(CN2CCCC(N3CCN(c4ccccc4C)CC3)C2)cc(Cl)c1O (centres undefined)
[20] C#CCSc1nnc(-c2sc(-c3ccccc3)nc2C)n1C
[21] COc1cc(C(=O)Nc2nnc(-c3sccc3C)s2)cc(OC)c1OC
[22] O=C(NCc1cccc(C(F)(F)F)c1)c1ccc2sc(C3=C[C@@H](O)[C@@H](O)[C@@H](CO)O3)nc2c1
[23] C=CCc1c(C)nc2c(OC)cccc2c1Cl
[24] CCOc1ccc(NS(=O)(=O)c2ccc(NC(=O)c3ccccn3)cc2)cc1
[25] CCn1c(=O)c(=O)[nH]c2cc(C(=O)NC3CC3)ccc21
[26] CCN1/C(=C2\C(=O)N(c3ccccc3)N=C2C)C=Cc2cc(C)ccc21

screen / no. | 15 | 16 | 17 | 18 | 19 | 20 | 21 | 22 | 23 | 24 | 25 | 26
ABHD5-PLIN5 inh | -2 | 2 | 1 | 7 | -3 | -4 | 1 | -14 | 4 | -4 | 8 | -2
MC4R ag barr | 1.3 | 2.8 | -1.2 | -1.2 | -0.8 | 2.9 | 12* | 1.2 | 2.5 | 0.6 | 0.5 | -1.4
Cardio protect | -1 | -17 | 4 | -4 | -6 | -4 | -13 | 2 | -4 | -15 | -2 | 4
MC4R antagonist | 22 | 14 | 2 | 0 | -4 | -3 | 8 | 4 | 7 | -6 | 0 | 5
N-glyco inh | 1 | -1 | 3 | 3 | 0 | 2 | -2 | -1 | 4 | -2 | 1 | 0
SRC2 inh | -5 | 11 | -16 | 4 | 4 | -31 | -2 | . | -3 | 2 | -9 | -28
ABCB6 inh 2 | 103 | 99 | 87 | 115 | 95 | 94 | 92 | 99 | 99 | 100 | 99 | 93
m5-HT2A agonist | -2 | 18* | 0 | 2 | -8 | 1 | 1 | -2 | 1 | 2 | 3 | 1
TLR9-MyD88 block | -12 | 7 | . | 1 | -7 | -9 | 13 | . | -6 | 4 | -9 | 4
NOD2-RIPK2 inh | -1 | 15 | -9 | -13 | -5 | 3 | -3 | -9 | 0 | 3 | 0 | -11
